PRMT1 inh – PRMT1 methyltransferase inhibitors, primary screen, biochemical, fluorescence polarization; recombinant PRMT1, activity-based probe fluorescence polarization; inhibition, % at 2.79 µM; 370,000 tested, 1.3% active;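 active = inhibition above about 21% made by adding two undisclosed values, limit read from the data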
Target sequence (Q99873 whole entry, looked up): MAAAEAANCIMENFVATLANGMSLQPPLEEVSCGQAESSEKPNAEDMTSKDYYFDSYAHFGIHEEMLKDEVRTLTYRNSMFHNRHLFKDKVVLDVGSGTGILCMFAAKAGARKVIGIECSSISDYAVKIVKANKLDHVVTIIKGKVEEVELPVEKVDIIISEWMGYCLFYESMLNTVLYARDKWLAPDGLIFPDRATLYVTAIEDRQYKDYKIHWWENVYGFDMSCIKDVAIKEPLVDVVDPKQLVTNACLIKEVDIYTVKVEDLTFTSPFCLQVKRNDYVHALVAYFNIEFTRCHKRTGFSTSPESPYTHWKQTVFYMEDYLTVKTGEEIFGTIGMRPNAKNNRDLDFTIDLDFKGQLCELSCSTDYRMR
TCR CD3 inh – inhibitors of human TCR-CD3 interaction, primary screen, biochemical, fluorescence, TAMRA-labeled TCR probe; T-cell receptor (TCR); inhibition, % at 9.4 µM; 360,000 tested, 0.37% active; in the data active = inhibition above about 19%;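 note: recombinant mutant TCR 2C K166C tagged with TAMRA read by polarization; 0% = receptor in buffer alone and 100% = receptor with positive control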
PG9 Ab binder – binders of HIV-1 gp120 antibody PG9, primary screen, biochemical, TR-FRET. inhibition, % at 6.7 µM. TR-FRET gp120-PG9 antibody binding. 360,000 tested, 0.43% active; in the data active = inhibition above about 8.5%
SIAE inh – human SIAE inhibitors, primary screen, biochemical, fluorescence polarization, FP-Rh probe, 1536-well HTS; Sialate O-acetylesterase (Homo sapiens), Q9HAT2; SIAE FP-Rh probe binding; inhibition, % at 9.66 µM; 370,000 tested, 0.69% active;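 active = inhibition above a cutoff: mean of compounds within the control limits plus 3 SD of those, cut at about 17% in these data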;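 note: 0% = plate median of compound wells and 100% = probe without SIAE protein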
Target sequence (Q9HAT2 whole entry, looked up): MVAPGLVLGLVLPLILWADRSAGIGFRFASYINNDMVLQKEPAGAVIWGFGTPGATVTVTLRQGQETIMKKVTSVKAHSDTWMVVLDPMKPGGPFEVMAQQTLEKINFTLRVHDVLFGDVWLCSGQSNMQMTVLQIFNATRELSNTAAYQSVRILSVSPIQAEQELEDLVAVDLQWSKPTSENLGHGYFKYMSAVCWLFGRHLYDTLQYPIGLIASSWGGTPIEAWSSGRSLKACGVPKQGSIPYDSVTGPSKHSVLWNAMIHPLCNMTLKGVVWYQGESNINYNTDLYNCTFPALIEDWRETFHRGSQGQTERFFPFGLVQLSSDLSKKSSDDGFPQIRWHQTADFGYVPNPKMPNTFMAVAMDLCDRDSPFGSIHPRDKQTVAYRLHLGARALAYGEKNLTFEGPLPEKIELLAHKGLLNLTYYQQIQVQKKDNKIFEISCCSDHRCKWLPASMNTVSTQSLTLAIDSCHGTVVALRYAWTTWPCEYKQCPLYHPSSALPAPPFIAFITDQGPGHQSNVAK
Rev-erbA mod – modulators of Rev-erb alpha DNA binding, primary screen, biochemical, FITC-DNA, fluorescence polarization, uHTS; Nuclear receptor subfamily 1 group D member 1 (Homo sapiens), P20393; Rev-erbα–FITC-DNA binding, 90 min; activity, % at 10 µM; 370,000 tested, 0.79% active; AID 1259318, 2017;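 active = activity above about 14%, limit read from the data; passing the limit was not always enough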;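 note: 0% = DMSO wells with 35 nM protein and 100% = DMSO wells with 750 nM protein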
HTRA1 inh – HTRA1 serine protease inhibitors, primary screen, biochemical, fluorescence polarization, HTS; recombinant HTRA1, FP-rhodamine activity-based probe; inhibition, % at 5.96 µM; 340,000 tested, 0.5% active; Q92743; AID 504803, 2011; in the data active = inhibition above about 36%;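 note: 0% = enzyme with DMSO and 100% = wells lacking enzyme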
TDP2 absorb – human TDP2 enzyme inhibitors, primary screen, biochemical, epi absorbance, recombinant enzyme. Tyrosyl-DNA phosphodiesterase 2 (Homo sapiens), O95551. T5PNP hydrolysis, p-nitrophenol absorbance 415 nm. inhibition, % at 12.8 µM. 370,000 tested, 0.34% active. AID 720702, 2013;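 active = inhibition above the mean of all tested compounds plus 3 SD, set per campaign, cut at about 25% in these data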;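 note: 0% = DMSO with enzyme and 100% = buffer with substrate but no TDP2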
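System – recombinant human TDP2 · Quantity – TDP2 enzyme at 120 nM final · Doses – single concentration, 12.8 µM nominal, with 1% DMSO · Incubation – 2 h at 37 °C · Measured by – epi absorbance of p-nitrophenol freed from T5PNP by hydrolysis · Read-out – % inhibition relative to enzyme-containing and enzyme-free wells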
rCAG RNA binder – binders of r(CAG) RNA repeats, primary screen, biochemical, fluorescence. inhibition, % at 3 µM. 370,000 tested, 1.3% active. r(CAG) RNA repeat, TO-PRO-1 dye displacement fluorescence;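 active = inhibition above the plate cutoff, the mean of all test compounds on that plate plus 3 SD, cut at about 35% in these data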;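 note: 0% = DMSO alone and 100% = 100 µM mitoxantrone as full dye displacement; higher means more dye released from RNA so lower well fluorescence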
ABHD4 inh – ABHD4 inhibitors, primary screen, biochemical, fluorescence polarization, mouse; purified mABHD4, FP-Rh probe fluorescence polarization; 370,000 tested, 0.54% active; (Lyso)-N-acylphosphatidylethanolamine lipase (Mus musculus), Q8VD66; inhibition, % at 8.92 µM;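 active = inhibition exceeding the mean over every tested compound plus 3 SD, cut at about 30% in these data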;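 note: 0% = plate median of compound wells and 100% = S159A mutant with DMSO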
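Doses – 8.92 µM, single dose · Material – wild-type mouse ABHD4 protein · Replication – single well per compound (singlicate) · Measure – percent inhibition of probe binding, normalized to plate controls · Schedule – 45 min compound pre-incubation plus 60 min probe step, 25 °C · Detection – fluorescence polarization with parallel and perpendicular emission, 525/598 nm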
LEDGF integ inh – blockers of LEDGF/p75-dependent integrase strand transfer – biochemical, TR-FRET, high throughput, primary screen; inhibition, % at 3.7 µM; TR-FRET IN-LEDGF/p75 DNA integration, Eu/Cy5; AID 743269, 2014; 370,000 tested, 0.64% active; HIV-1 integrase (with human LEDGF/p75);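 active = inhibition above the screen-wide mean plus 3 SD, cut at about 13% in these data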;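 note: signal is the Cy5 over europium emission ratio at 671 and 618 nm; 0% = plate median of compound wells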
Starred values were filed as active, the others as inactive; · = no result given. This is a subset (hit frequency here may not be typical).

SMILES	PRMT1 inh	TCR CD3 inh	PG9 Ab binder	SIAE inh	Rev-erbA mod	HTRA1 inh	TDP2 absorb	rCAG RNA binder	ABHD4 inh	LEDGF integ inh
CCC(=O)Nc1c(-c2ccc3ccccc3c2)nc2ccccn12	0.0	6.1	0.2	-1.7	-0.6	10.0	0.9	3.0	-3.4	-4.0
O=C(Cc1cnc2ncnn2c1)N1CCc2c([nH]c3ccccc23)C1c1ccccn1 (configuration not stated)	2.4	-5.7	-0.9	-1.4	-3.8	0.1	4.7	0.7	5.9	4.1
Cc1cc2c(s1)c1cnn(Cc3cc(F)c(F)cc3F)c(=O)c1n2C	-2.4	·	·	-3.6	25.6*	·	-3.8	·	-5.8	-2.5
CS(=O)(=O)Nc1ccc(S(=O)(=O)NCCc2ccccc2)cc1	-1.1	-2.3	4.3	-2.2	-0.5	4.2	-0.8	0.7	-1.0	4.0
Cc1[nH]c2ccccc2c1/C=C(\C#N)C(=O)NCc1ccccc1	3.9	-3.2	0.3	-1.3	5.5	-34.4	-2.6	8.8	-7.8	-0.6
Cc1c(Cl)cccc1NC(=S)NC1CC1	-0.7	4.2	-1.8	14.5	-5.7	-2.2	-6.0	0.5	17.7	-2.6
c1ccc(-c2nc(N3CCOCC3)cc(N3CCOCC3)n2)cc1	-2.5	5.3	0.2	2.2	1.2	-7.8	3.9	-7.2	2.9	4.1
O=C(Oc1cncc(Cl)c1)c1ccco1	-1.2	1.5	-1.4	0.4	2.4	1.3	0.0	0.3	0.5	-2.3
CCc1nccn1S(=O)(=O)c1ccc(OC)c(C)c1C	-0.3	2.4	-0.3	0.8	2.6	1.2	-1.1	-2.5	0.6	-1.7
CC(C)c1nc2sc3c(c2c(=O)o1)CCCC3	-1.5	7.0	0.2	-2.2	-0.1	0.0	-5.7	2.4	-1.4	-0.5

3 compounds already listed, sorted by length of the SMILES, ascending:
SMILES	PRMT1 inh	TCR CD3 inh	PG9 Ab binder	SIAE inh	Rev-erbA mod	HTRA1 inh	TDP2 absorb	rCAG RNA binder	ABHD4 inh	LEDGF integ inh
CCC(=O)Nc1c(-c2ccc3ccccc3c2)nc2ccccn12	0.0	6.1	0.2	-1.7	-0.6	10.0	0.9	3.0	-3.4	-4.0
c1ccc(-c2nc(N3CCOCC3)cc(N3CCOCC3)n2)cc1	-2.5	5.3	0.2	2.2	1.2	-7.8	3.9	-7.2	2.9	4.1
Cc1[nH]c2ccccc2c1/C=C(\C#N)C(=O)NCc1ccccc1	3.9	-3.2	0.3	-1.3	5.5	-34.4	-2.6	8.8	-7.8	-0.6

The list continues:
SMILES	PRMT1 inh	TCR CD3 inh	PG9 Ab binder	SIAE inh	Rev-erbA mod	HTRA1 inh	TDP2 absorb	rCAG RNA binder	ABHD4 inh	LEDGF integ inh
C=CCN1C(=O)c2ccccc2NC1c1cc(Br)cs1 (configuration not stated)	3.3	7.9	-1.0	9.2	0.8	-2.8	11.1	2.1	-8.6	2.7
COc1ccc(NC(=O)Cn2c([N+](=O)[O-])cnc2C)cc1Cl	4.7	7.0	0.6	-5.3	-5.8	-1.6	-4.8	3.5	-7.2	-2.5
COc1ccc(NC2CCCN(C(=O)CSc3ccccc3)C2)cc1 (configuration not stated)	-1.2	2.8	-2.3	10.9	5.4	-1.3	21.0	-3.2	-2.3	1.7
O=C(CN1C(=O)S/C(=C\c2cccs2)C1=O)Nc1ccc(O)c(C(=O)O)c1	8.9	-5.2	-4.4	-4.6	0.0	-4.0	-1.5	52.3*	2.2	2.7
c1cn2c(Nc3ccc4c(c3)OCCO4)c(-c3ccc(N4CCOCC4)cc3)nc2cn1	5.4	-5.5	-3.4	8.7	-6.2	5.5	-15.0	0.8	-0.3	-4.3
CCN(CC)C(=O)N1c2ccccc2C=Cc2ccccc21	1.8	2.8	2.2	-0.7	4.1	16.8	-0.8	-4.3	-0.6	0.8
O=C1OC(Nc2ccc(F)cc2F)c2ccccc21 (configuration not stated)	-3.7	1.3	-2.4	4.8	1.4	1.5	7.6	-1.4	-0.6	-1.6
CCOC(=O)c1ccc(CSc2n[nH]c(C)n2)o1	0.2	-1.8	-1.4	9.7	-0.8	4.2	2.0	3.6	5.1	-2.6
Cc1c(CCC(=O)O)c(=O)oc2c(C)c(OCc3ccccc3Cl)ccc12	8.8	-7.6	5.4	-8.6	-11.9	-1.8	-0.2	9.3	-8.4	6.5
Cc1ccc(S(=O)(=O)/N=C2/NC(=O)/C(=C\c3ccco3)S2)cc1	28.1*	14.6	-0.8	-13.0	-6.3	-10.7	4.0	69.0*	31.8*	7.5
c1ccc(-c2ccccc2OCCCCN2CCCCCC2)cc1	-5.3	0.6	-0.9	3.4	-4.4	3.1	1.6	4.6	0.3	0.1
CCOc1cccc(CNCc2ccc(C(=O)O)cc2)c1	-1.1	3.6	-3.1	0.4	0.8	7.4	7.5	3.3	-4.0	0.4
Cc1ccc(NC(=O)CCC(=O)OCc2ccc(Br)cc2)cc1	1.8	2.2	-0.5	-4.7	-0.9	-6.1	-10.2	-4.2	2.0	-0.3
CN(C)S(=O)(=O)c1ccc(C(=O)NNC(=O)C2COc3ccccc3O2)cc1 (configuration not stated)	-1.3	0.8	-1.4	-1.5	1.2	7.7	3.4	1.1	5.7	-0.2
COc1cc(SC)ccc1C(=O)Nc1c(Cl)cncc1Cl	-1.0	1.2	-1.6	-3.3	0.2	1.4	0.8	-4.9	-1.7	4.3
CC(C)(C)N(Cc1ccccc1)C(=O)COC(=O)c1ccc(N2CCCC2=O)cc1	-1.9	1.2	0.5	2.9	-1.7	-1.8	-0.7	-2.2	-2.3	-4.2
CCOc1ccc(S(=O)(=O)Nc2ccccc2C(=O)N/N=C/c2c(OC)ccc3ccccc23)cc1	-2.1	11.0	-1.9	-69.8	1.3	-56.4	4.0	61.5*	-49.9	-2.4
COC(=O)c1ccc2nc(-c3ccc(C)cc3)c(Cc3ccc(OC)cc3C)n2c1	1.1	-7.7	-0.6	1.3	-4.9	·	7.1	20.7	-17.4	-1.2
Cn1cnnc1Sc1ccc(C(F)(F)F)cc1[N+](=O)[O-]	-5.0	-0.6	-0.4	6.7	2.3	·	2.4	-2.3	-2.0	1.0
CN(C(=O)c1cccc(NC(=O)Cc2ccc(NC(=O)C3CCN(C(=O)c4ccccc4)CC3)cc2)c1)C1CCCCC1	-5.0	3.2	-1.1	2.3	0.9	3.7	-1.1	3.1	6.4	7.2

Of the compounds above, four contain a thiophene ring, fused or not:
SMILES	PRMT1 inh	TCR CD3 inh	PG9 Ab binder	SIAE inh	Rev-erbA mod	HTRA1 inh	TDP2 absorb	rCAG RNA binder	ABHD4 inh	LEDGF integ inh
Cc1cc2c(s1)c1cnn(Cc3cc(F)c(F)cc3F)c(=O)c1n2C	-2.4	·	·	-3.6	25.6*	·	-3.8	·	-5.8	-2.5
CC(C)c1nc2sc3c(c2c(=O)o1)CCCC3	-1.5	7.0	0.2	-2.2	-0.1	0.0	-5.7	2.4	-1.4	-0.5
C=CCN1C(=O)c2ccccc2NC1c1cc(Br)cs1 (configuration not stated)	3.3	7.9	-1.0	9.2	0.8	-2.8	11.1	2.1	-8.6	2.7
O=C(CN1C(=O)S/C(=C\c2cccs2)C1=O)Nc1ccc(O)c(C(=O)O)c1	8.9	-5.2	-4.4	-4.6	0.0	-4.0	-1.5	52.3*	2.2	2.7

The list continues:
SMILES	PRMT1 inh	TCR CD3 inh	PG9 Ab binder	SIAE inh	Rev-erbA mod	HTRA1 inh	TDP2 absorb	rCAG RNA binder	ABHD4 inh	LEDGF integ inh
CCc1cccc(-n2c(SCC(=O)c3c(N)n(C4CC4)c(=O)[nH]c3=O)nnc2N2CCOCC2)c1	-3.4	3.7	-2.6	-2.2	-0.4	-2.1	-1.1	-2.1	0.5	4.7
CC1C=CCC2C(=O)N(c3cc(Cl)ccc3O)C(=O)C12 (configuration not stated)	-2.0	2.1	-1.0	9.8	1.0	-2.2	4.0	0.3	2.3	5.1
CCN(CC)CCn1c2c(c(SCC(=O)Nc3cccc4ccccc34)nc1=O)CCCC2	-1.3	9.3	-0.2	3.4	-1.7	-0.5	1.7	-7.2	2.6	-0.6
CCn1nc(NC(=O)c2ccncc2)c2cc3cc(C)ccc3nc21	-2.6	1.0	-15.1	-10.4	0.8	-7.3	-16.1	2.9	-11.6	5.5
CCCc1cc2c(O)ccc(O)c2c(=O)o1	16.7	0.2	-1.7	-0.8	-5.8	·	8.0	5.3	-4.9	2.8
O=C(N=C1SC2CS(=O)(=O)CC2N1Cc1ccccc1)C1CCCCC1 (configuration not stated)	-5.0	-5.3	-0.9	8.1	6.4	0.5	-6.8	0.5	-5.6	5.8
COc1cccc(CN2CCN(C(=O)CCc3nnc(C4CCCCC4)o3)CC2=O)c1	-0.2	-2.2	-0.6	4.2	-1.8	6.5	-0.6	-4.8	5.4	-5.1
COC(=O)c1ccc(NC(=O)CSc2nnc(-c3ccccc3)n2C)cc1	-1.6	1.0	-0.5	-8.8	-2.5	5.5	2.3	-2.5	2.3	-2.5
CC1CCN(C2=NC(=O)N(c3ccc(Br)cc3)C(=O)C2)CC1	-1.6	·	·	-1.4	2.7	·	1.2	5.1	4.2	-0.2
Cc1ccc(S(=O)(=O)N2CCCc3nc(-c4ccc(Br)cc4)ccc32)cc1	-2.3	-5.8	0.3	-6.8	3.5	·	1.3	3.3	2.6	-0.5
O=C1CCC[C@@H]2C[C@@]3(C[C@@H]4CCN1[C@H]24)Nc1cc(Cl)c(Cl)cc1NC3=NCc1ccccc1	-0.6	2.8	1.5	14.9	2.3	18.4	8.6	6.8	17.1	-0.7
CC1CCCN(c2oc(-c3cccc4ccccc34)nc2C#N)C1 (configuration not stated)	2.4	5.1	1.9	-2.4	7.0	-0.1	4.5	1.6	3.5	2.3
O=[N+]([O-])c1cnn(-c2nc(-c3cccs3)cc(C(F)(F)F)n2)c1	-2.3	2.9	-0.4	5.0	-2.7	-1.7	2.4	-2.8	2.2	1.8

Two entries from above, with values under each structure:
Second line of a record – PRMT1 inh | TCR CD3 inh | PG9 Ab binder | SIAE inh | Rev-erbA mod | HTRA1 inh | TDP2 absorb | rCAG RNA binder | ABHD4 inh | LEDGF integ inh
CC1C=CCC2C(=O)N(c3cc(Cl)ccc3O)C(=O)C12 (configuration not stated)
→ -2.0 | 2.1 | -1.0 | 9.8 | 1.0 | -2.2 | 4.0 | 0.3 | 2.3 | 5.1
CCN(CC)CCn1c2c(c(SCC(=O)Nc3cccc4ccccc34)nc1=O)CCCC2
→ -1.3 | 9.3 | -0.2 | 3.4 | -1.7 | -0.5 | 1.7 | -7.2 | 2.6 | -0.6

Assay outcomes from PubChem BioAssay.
